Assay outcomes as filed in PubChem BioAssay.
ZTA DNA inh: blocks Epstein-Barr virus ZTA, an EBNA-1 counter-screen; P03206; ZTA-DNA binding, fluorescence polarization; inhibition, % at 11 µM; 0.15% of 320,000 active; AID 2234; in the data active = inhibition above about 33%
Target sequence (P03206 whole entry, looked up): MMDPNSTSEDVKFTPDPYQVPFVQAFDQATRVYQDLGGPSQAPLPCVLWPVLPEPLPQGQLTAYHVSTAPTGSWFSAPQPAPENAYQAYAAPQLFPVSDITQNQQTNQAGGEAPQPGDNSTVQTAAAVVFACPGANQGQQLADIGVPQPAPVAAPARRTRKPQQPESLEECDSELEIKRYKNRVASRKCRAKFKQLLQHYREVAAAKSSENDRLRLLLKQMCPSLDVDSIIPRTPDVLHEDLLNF
PAFAH2 FP inh: PAFAH2 enzyme inhibitors, primary screen, biochemical, fluorescence polarization, human; inhibition, % at 3.39 µM; 0.99% of 340,000 active; recombinant PAFAH2, FP-rhodamine activity probe;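 active = inhibition above the mean over all tested compounds plus 3 SD, cut at about 30% in these data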;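 also: inhibitors block probe labeling of enzyme so polarization drops; 0% = enzyme with DMSO and 100% = wells lacking PAFAH2 protein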
PREPL inhibitor: PREPL enzyme inhibitors, primary screen, biochemical, fluorescence polarization | Prolyl endopeptidase-like (Homo sapiens), Q4J6C6 | recombinant PREPL, fluorescence polarization activity-based probe | inhibition, % at 5.96 µM | 0.68% of 320,000 active; in the data active = inhibition above about 43%;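 also: 0% = enzyme with DMSO and 100% = wells lacking enzyme; many of its hits are not listed in these tables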
pPAFAH inh: pPAFAH enzyme inhibitors, primary screen, biochemical, fluorescence polarization, human. Platelet-activating factor acetylhydrolase (Homo sapiens), Q13093. recombinant pPAFAH, FP-rhodamine probe fluorescence polarization. inhibition, % at 3.39 µM. 1.5% of 330,000 active. AID 463082, 2010;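 active = inhibition above the mean inhibition across the screen plus 3 SD, cut at about 25% in these data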;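 also: inhibitors block binding of the rhodamine activity-based probe so polarization drops; 0% = enzyme with DMSO and 100% = wells lacking pPAFAH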
LYPLA2 inh: LYPLA2 inhibitors, primary screen, counter-screen for PME1 inhibitor project, biochemical, fluorescence polarization, FP-Rh probe ABPP | AID 2177, 2009 | inhibition, % at 5.9 µM | 0.38% of 320,000 active | recombinant LYPLA2 | Acyl-protein thioesterase 2 (Homo sapiens), O95372;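 active = inhibition above the screen-wide mean plus 3 SD, limit set per campaign, cut at about 26% in these data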;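 also: 0% = LYPLA2 with DMSO and 100% = wells lacking LYPLA2 enzyme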
PAFAH1B2 inh: PAFAH1B2 enzyme inhibitors, primary screen, biochemical, fluorescence polarization, human; Platelet-activating factor acetylhydrolase IB subunit alpha2 (Homo sapiens), P68402; recombinant PAFAH1B2, FP-rhodamine activity probe; inhibition, % at 3.39 µM; 1.2% of 340,000 active; AID 492953, 2010;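 active = inhibition above the mean of all tested compounds plus 3 SD, cut at about 24% in these data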;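 also: 0% = enzyme with DMSO and 100% = wells lacking PAFAH1B2; many of its hits are not listed in these tables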
Target sequence (P68402 whole entry, looked up): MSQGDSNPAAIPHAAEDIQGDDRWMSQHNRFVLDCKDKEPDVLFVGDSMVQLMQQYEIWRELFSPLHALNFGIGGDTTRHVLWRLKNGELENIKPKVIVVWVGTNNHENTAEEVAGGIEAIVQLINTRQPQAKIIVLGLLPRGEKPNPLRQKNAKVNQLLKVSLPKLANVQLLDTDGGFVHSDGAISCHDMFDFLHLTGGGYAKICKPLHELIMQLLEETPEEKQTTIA
EBNA-1 inhibitor: EBNA-1 DNA-binding inhibitors, primary screen, biochemical, fluorescence polarization. inhibition, % at 14.8 µM. 0.34% of 300,000 active; in the data active = inhibition above about 28%
LYPLA1 inh: LYPLA1 inhibitors, primary screen, counter-screen for PME1 inhibitor project, biochemical, fluorescence polarization, FP-Rh probe ABPP; Acyl-protein thioesterase 1 (Homo sapiens), O75608; recombinant LYPLA1; inhibition, % at 5.9 µM; 0.16% of 320,000 active; AID 2174, 2009;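 active = inhibition above the mean of all tested compounds plus 3 SD, set per campaign, cut at about 14% in these data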;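 also: inhibitors block serine hydrolase probe labeling of LYPLA1 so polarization falls; 0% = enzyme with DMSO and 100% = wells lacking LYPLA1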
Target sequence (O75608 whole entry, looked up): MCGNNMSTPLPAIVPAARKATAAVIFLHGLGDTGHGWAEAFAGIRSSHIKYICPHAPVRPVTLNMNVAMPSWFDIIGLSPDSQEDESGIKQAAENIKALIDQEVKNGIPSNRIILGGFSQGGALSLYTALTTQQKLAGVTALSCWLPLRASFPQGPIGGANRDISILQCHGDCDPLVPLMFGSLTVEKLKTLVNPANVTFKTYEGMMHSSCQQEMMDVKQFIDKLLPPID
PAFAH1B3 FP inh: PAFAH1B3 enzyme inhibitors, primary screen, biochemical, fluorescence polarization, human; recombinant PAFAH1B3, FP-rhodamine probe; inhibition, % at 3.39 µM; 0.28% of 340,000 active;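 active = inhibition above the screen-wide average of all tested compounds plus 3 SD, cut at about 25% in these data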;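 also: 0% = enzyme with DMSO only and 100% = wells lacking PAFAH1B3 protein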
Target sequence (Q15102 whole entry, looked up): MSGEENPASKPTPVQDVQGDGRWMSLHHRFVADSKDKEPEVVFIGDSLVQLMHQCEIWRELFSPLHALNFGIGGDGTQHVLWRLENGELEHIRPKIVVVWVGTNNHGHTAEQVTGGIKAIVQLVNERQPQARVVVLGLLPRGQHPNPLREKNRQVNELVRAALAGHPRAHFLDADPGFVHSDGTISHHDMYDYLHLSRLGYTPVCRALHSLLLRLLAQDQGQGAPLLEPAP
Active calls of the source: *; nt = not tested or not shown. Not all compounds are listed; the hit share may differ from the screen's.

Preview (four entries):
SMILES	ZTA DNA inh	PAFAH2 FP inh	PREPL inhibitor	pPAFAH inh	LYPLA2 inh	PAFAH1B2 inh	EBNA-1 inhibitor	LYPLA1 inh	PAFAH1B3 FP inh
Cc1ccsc1C(=O)NN=C1CCCCCC1	2	-3	12	3	5	6	5	3	6
C=CCNC(=O)/C(C#N)=C/c1c(C)nn(-c2ccc(Cl)cc2)c1Cl	-1	6	9	3	-1	3	-12	-4	1
COc1cccc(CN(C)CC(=O)NCc2ccccc2Cl)c1	-3	6	-13	4	1	3	3	2	0
Cc1ccc(-c2nc(CS(=O)CC(=O)NCc3ccc(F)cc3)c(C)o2)cc1 (stereo not given)	7	5	-18	4	5	1	-3	3	6

The listing (from the top)
SMILES	ZTA DNA inh	PAFAH2 FP inh	PREPL inhibitor	pPAFAH inh	LYPLA2 inh	PAFAH1B2 inh	EBNA-1 inhibitor	LYPLA1 inh	PAFAH1B3 FP inh
Cc1ccsc1C(=O)NN=C1CCCCCC1	2	-3	12	3	5	6	5	3	6
C=CCNC(=O)/C(C#N)=C/c1c(C)nn(-c2ccc(Cl)cc2)c1Cl	-1	6	9	3	-1	3	-12	-4	1
COc1cccc(CN(C)CC(=O)NCc2ccccc2Cl)c1	-3	6	-13	4	1	3	3	2	0
Cc1ccc(-c2nc(CS(=O)CC(=O)NCc3ccc(F)cc3)c(C)o2)cc1 (stereo not given)	7	5	-18	4	5	1	-3	3	6
COc1ccc(NC(=O)C2Cc3ccccc3CN2C(=O)c2ccccc2)cn1 (stereo not given)	-6	5	6	4	3	7	-6	-2	6
FC(F)(F)COc1ccc(-c2nnc(SCc3c(Cl)cccc3Cl)o2)cn1	13	1	-8	4	2	-2	5	-5	4
COCCCNC(=O)CS(=O)Cc1nc(-c2cccc(OC)c2)oc1C (stereo not given)	-16	5	-1	-3	4	7	-14	7	10
COc1ccc(OC)c(-c2cc(C(=O)NCc3ccc(Cl)cc3)no2)c1	21	0	4	1	-5	-4	30*	1	13
CCc1ccc(-c2nc(C(N)=O)c3[nH]c(=O)n(-c4ccccc4OC)c3n2)cc1	9	8	-2	3	-4	-3	2	-8	9
O=C(COC(=O)c1cc[n+]([O-])cc1)NCCc1ccc(Cl)cc1Cl	1	-8	24	7	3	2	1	2	0
O=C(c1cc(S(=O)(=O)N2CCCCC2)ccc1Cl)N1CCOCC1	-8	-4	-8	2	-1	-4	-17	-1	-4
Cc1ccc(Nc2nc(N3CCOCC3)nc(N3CCOCC3)n2)cc1	5	4	8	4	-1	0	3	-4	-1
CCCNC1=C(C)C(=O)CC1	-1	5	1	-2	-3	3	-1	1	0
Cc1cccc(NC(=O)c2cccc(OC(=S)N3CCOCC3)c2)c1	8	1	2	5	-7	10	4	-1	1
CC(C)(C)CN1CCNC(=O)C1CC(=O)N1CCN(c2ccccc2)CC1 (stereo not given)	17	-5	19	6	3	6	15	2	5
O=C(CN1C(=O)C2C3C=CC(C3)C2C1=O)OCC(=O)c1ccc(Cl)c([N+](=O)[O-])c1 (stereo not given)	-26	4	11	4	6	3	-4	-1	-21
O=C(O)C1Sc2[nH]c(=O)sc2C2c3cc(Br)ccc3OC(=O)C12 (stereo not given)	2	4	-2	19	-4	6	5	1	-2
COC(=O)c1onc(C(=O)c2ccccc2)c1C(=O)OC	12	1	3	3	-5	7	7	0	7
CCCCC(CC)C(=O)Nc1ccccc1C(=O)NC(C)C (stereo not given)	2	11	7	5	-3	4	4	1	-6
CC(C)(C)c1cc(C(=O)NN)n(Cc2ccc(F)cc2)n1	-19	4	14	-11	-5	0	-9	-6	-1
CC1=CC(C)(C)N(C(=O)CCl)c2ccccc21	11	-9	8	-5	-4	-4	-7	3	9
Cc1noc(C)c1COc1ccccc1C(=O)NNC(=O)c1ccccc1	0	7	0	3	-1	2	2	4	-3
Cc1cc(N(CC(=O)NC2CC2)S(C)(=O)=O)ccc1Br	3	-8	-5	4	-1	1	4	1	3
Cc1cccc(N2CCN(C(=O)c3c(C)nn(Cc4ccccc4Cl)c3C)CC2)c1C	-2	6	38	5	9	1	-14	1	-4
CCOc1cc(/C=C(/C#N)c2nc3ccccc3[nH]2)ccc1OCc1ccc(C(=O)O)o1	-4	-1	59*	5	-8	8	-1	-4	11
COc1ccc(NC(=O)c2c(C(F)(F)F)nn(C)c2Cl)cc1	-18	nt	-3	2	-3	nt	7	-2	nt
Cn1ncc2c(Nc3ccc(Cl)cc3)ncnc21	-2	2	-7	4	0	-3	-13	-4	6
CCC(=O)Nc1cc2c(cc1C(=O)c1ccccc1)OCCO2	-3	7	-9	0	9	-3	-5	1	-3
CCCCNC(=O)c1cc2c(=O)n(CC)c3ccccc3c2s1	2	10	3	4	-8	4	14	-2	3
O=C(CSc1ccc(C(F)(F)F)cn1)Nc1ccccc1	-14	-1	5	6	5	4	-6	1	9
CCC(C)[C@H](NC(=O)NCc1cccs1)C(=O)OC (stereo not given in full)	1	3	7	4	0	1	5	0	-4
CCN(Cc1ccccc1)C(=O)Cn1c(=O)n(-c2ccc(OC)cc2OC)c(=O)c2c(C)c(C)sc21	1	-1	-11	-3	3	8	1	3	4
Nc1nc(COC(=O)c2ccc3c(c2)OCCO3)nc(Nc2ccccc2)n1	0	-12	-16	-15	-3	4	nt	0	-2
COc1ccc(-c2cc(=O)oc3c(C)c(O)c(CN(C)C)cc23)cc1	7	2	10	1	-3	3	0	-1	8
COc1cccc(C(=O)Nc2cc(=O)n(C)c(=O)n2C)c1	4	10	0	-3	1	-3	4	0	7
COc1ccc(N(C(=O)CCl)C(C)(C(=O)Nc2c(C)cccc2C)c2ccccn2)cc1 (stereo not given)	18	1	1	2	4	5	-3	-2	9
Cc1noc(C)c1S(=O)(=O)N1CCN(C(c2ccccc2)c2ccc(Cl)cc2)CC1 (stereo not given)	1	1	-1	1	-8	0	-1	-1	-5
COc1ccc(Cc2nc3c4c(ncn3n2)Oc2c(ccc3ccccc23)C4c2ccc(OC)c(OC)c2)cc1 (stereo not given)	-2	-1	0	-5	-6	3	-13	-1	1
Cc1ccccc1OCCC(=O)N(Cc1ccccc1)c1c(N)n(Cc2ccccc2)c(=O)[nH]c1=O	-3	1	15	-3	2	5	-1	3	3
Cc1csc2ncc(C(=O)NCc3ccc4c(c3)OCO4)c(=O)n12	3	nt	12	4	4	nt	3	-1	nt
Cc1ccccc1Nc1scc(-c2ccc(Br)cc2)[n+]1-c1ccccc1C	11	2	13	9	-4	1	-1	-3	3
COCC(=O)N(C)c1nnc(-c2cnc(C)cn2)s1	7	0	2	4	4	1	-1	-5	-6
CCCNC(=O)C(Cc1ccccc1)NC(=O)c1ccccn1 (stereo not given)	5	-4	-2	0	-3	3	nt	1	7
COc1cc(Cl)c(C)cc1NC(=O)Cn1c(NCCO)nc2ccccc21	-10	3	-16	-5	3	2	-11	1	7
COn1c(SCC(N)=O)nc2ccccc2c1=O	1	3	11	4	5	6	1	1	4
CNc1nc(SCC(=O)Nc2ccccc2)nc(N2CCOCC2)n1	6	-3	1	2	1	-4	5	-2	8
CC1CCCCN1CCCNC(=O)CN1C(=O)CSc2ccc(S(=O)(=O)N3CCOCC3)cc21 (stereo not given)	14	3	-3	4	4	-4	-12	3	7
CCN(CC)C(=O)C1CCC(CNS(=O)(=O)c2cccc3cccnc23)CC1 (stereo not given)	-2	-7	-1	-5	-2	7	-6	1	6
Cc1cc(C(=O)NCCCN2CCOCC2)n(-c2ccccc2)n1	3	1	1	-9	-5	0	-9	-4	2
Cc1nn(Cc2ccc(C(=O)N3CCOCC3)o2)c(C)c1Br	13	8	4	4	1	-6	3	0	-8

Continued:
SMILES	ZTA DNA inh	PAFAH2 FP inh	PREPL inhibitor	pPAFAH inh	LYPLA2 inh	PAFAH1B2 inh	EBNA-1 inhibitor	LYPLA1 inh	PAFAH1B3 FP inh
CCOC(=O)N1CCN(Cc2nc3cc(NC(=O)c4ccco4)ccc3n2C)CC1	-5	-1	8	-6	-2	7	-5	-7	9
COc1ccc(N2CCN(C(=S)NCc3ccc(C)cc3)CC2)cc1	5	3	-3	2	4	7	-5	-2	9
CCCc1nc(NCc2ccncc2)c2nnn(Cc3ccccc3F)c2n1	4	10	2	4	2	4	-6	5	4
COc1cccc(C(=O)NOCc2ccccc2)c1OC	-5	-2	5	4	4	-4	nt	3	-2
Cc1c(CN(C)C)c2c(n1Cc1ccccc1)C(=O)c1ccccc1-2	-17	-4	40	-3	-2	1	-11	-5	6
Cc1ccc(-n2c(SCC(N)=O)nnc2-c2ccco2)cc1	0	3	9	-1	-2	4	4	-1	4
CC(/C=C/c1ccc(N(C)C)cc1)=N\N=C(/N)SC1CC(=O)N(c2ccc(C(=O)O)cc2)C1=O (stereo not given)	-4	2	9	4	0	-1	-8	-1	4
CC(C)CC(=O)NC1(C(F)(F)F)C(=O)Nc2c1c(=O)n(C)c(=O)n2C (stereo not given)	-11	-2	4	2	5	-1	0	-1	-6
Cc1onc(-c2ccccc2Cl)c1C(=O)OCC(=O)Nc1ccc2c(c1)OCO2	7	13	-18	3	16	6	5	0	2
Cc1ccc(S(=O)(=O)N2CCC(C(=O)N[C@H](C(=O)N3CCN(C)CC3)C(C)C)CC2)cc1	3	0	2	0	-2	7	-3	-4	1
S=C(NCCCN1CCOCC1)NCCCN1CCOCC1	-10	-4	-2	2	8	-9	-3	1	-9
CCSc1sccc1C1C(C#N)=C(N)N(c2cccnc2)C2=C1C(=O)CCC2 (stereo not given)	-11	4	19	7	8	10	-1	3	2
CCc1nnc(NC(=O)C2CC(=O)N(C3CCCC3)C2)s1 (stereo not given)	8	-4	-3	3	0	1	2	-2	1
CC(C)(C)NC(=O)CN(Cc1ccccc1)S(=O)(=O)c1ccccc1	2	-2	-6	-1	-8	6	5	-6	-4
Cc1c(C(=O)NCCSCc2cccc(C(F)(F)F)c2)cnn1-c1ccc(Cl)cc1	-7	8	-12	3	-2	1	-7	-5	5
CCC(=O)Nc1cccc(-c2ccc(N3CCN(C)CC3)nn2)c1	-11	4	-4	7	-5	1	-2	2	3
Cc1ccc(C)c(OCCn2c(=O)c3c(ncn3C3CCCC3)n(Cc3ccccc3)c2=O)c1	18	-2	1	0	-3	2	12	4	-30
Cc1ccc(/C=N/NC(=O)c2cccnc2)s1	2	9	-3	-4	-3	4	-9	0	7
COc1ccc(CCC(=O)N2CCCc3ccccc32)cc1	2	5	-3	1	1	6	5	-1	17
CNC(=O)c1c(NC(=O)c2ccco2)sc2c1CCCC2	4	-4	4	4	-1	4	-5	-1	2
N#Cc1cc([N+](=O)[O-])cnc1N(CCO)CCO	11	-8	-7	4	-8	6	-4	0	0
COc1ccc(-c2ccc(SCC(=O)c3ccc(F)cc3)nn2)cc1OC	11	-3	-11	-3	1	3	2	-5	6
Cc1ccc(Cl)c(OCC(=O)OCC(=O)c2ccc[nH]2)c1	nt	0	12	14	nt	5	nt	nt	0
COc1ccc(N(Cc2cc3cccc(C)c3[nH]c2=O)C(=O)C2CCCO2)cc1 (stereo not given)	-1	6	10	0	-1	5	3	5	1
CCc1ccc(OCc2cnc(Cl)s2)cc1	-6	-3	9	1	-3	-1	0	-5	5
CC(C)[C@H](NC(=O)C1CCN(C(=O)[C@H](Cc2ccccc2)NC(=O)OC(C)(C)C)CC1)C(=O)O	2	3	-10	2	-3	0	16	1	1
